CFTR F508del cor – CFTR F508del correction in bronchial cells. CFBE cells, YFP halide quenching; stimulated with forskolin plus potentiator P3; % fluorescence drop versus neutral controls. activity (quench increase), % at 7.58 µM. 350,000 compounds, 0.36% hits. AID 720511;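 active = mean added fluorescence quench of at least 8% versus neutral control, with both replicates also reaching 8%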;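 note: cells transiently co-express mutant CFTR-F508del with the halide-sensitive YFP; corrector assay measuring rescue of mutant channel to the surface after 24 h compound exposure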
RAD52 anneal inh – blocks human RAD52 DNA annealing | inhibition, % at 18.7 µM | P43351 | recombinant RAD52 DNA annealing, FRET fluorescence | 360,000 compounds, 0.46% hits | AID 651710;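 active = every replicate showing at least 50% inhibition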
ERAP1 inh – ERAP1 (human) enzyme inhibition; recombinant ERAP1, Leu-AMC fluorescence, 60 min; inhibition, % at 10.7 µM; 340,000 compounds, 0.15% hits; AID 652197; Q9NZ08;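 active = mean replicate inhibition of at least 30%, or all replicates individually reaching that 30% level; inactive = mean below 30% and not every replicate reaching it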;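 note: 0% = neutral control wells and 100% = L-leucinethiol positive control wells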
INS-1E GSIS act – primary screen for activators of insulin secretion dependent on glucose, INS-1E cells, GLuc reporter luminescence; INS-1E GLuc reporter insulin secretion, 2-3 h; activation, % at 16.6 µM; 370,000 compounds, 0.61% hits; AID 743287;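 active = lowest replicate activation of at least 40%, so every replicate reaches that level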;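 note: 0% = median of neutral control wells and 100% = median of IBMX positive control wells; some compounds called inactive have numbers as strong as hits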
Xi reactivation – reactivates the inactive X chromosome in mouse fibroblasts; XiGFP mouse fibroblasts, % GFP-positive cells imaging, 3 d; cells co-treated with 5-aza-dC sensitizer; scaled so ellipticine positive control = 100%; activation, % at 7.58 µM; 360,000 compounds, 0.055% hits;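 active = mean normalized replicate activation at least 10% and every replicate at or above 10%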;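 note: 0% = median of on-plate neutral control wells and 100% = ellipticine 6 µM median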
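System: 68-5-11 XiGFP fibroblast line; Timing: 3 days compound exposure; Compound dosing: one concentration, pinned; Benchmarks: positive control ellipticine, 6 µM final; Buffer or medium: DMEM containing 5-aza-dC.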
esBAF inh – blocks esBAF chromatin remodeling in mouse ES cells | Bmi1-luciferase knock-in reporter, 24 h; 100% = twice the neutral-well signal | 350,000 compounds, 2% hits | AID 602393 | reporter increase, % at 12.5 µM; in the data active = activation above about 40%;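 note: 0% = median of the plate's neutral control wells and 100% = double that signal; a rise in the Bmi1 reporter signal indicates esBAF inhibition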
RAD54 inh – RAD54 (human) branch migration inhibition. RAD54 Holliday junction branch migration, FAM/BHQ fluorescence. inhibition, % at 10.4 µM. 360,000 compounds, 0.14% hits;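 active = mean normalized replicate activity at least 40 and at least half of replicates scoring 40 or more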;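 note: 0% = median of neutral control wells and 100% = median of positive control wells; inhibitors cause a drop in the FAM fluorescence signal; in these data hits start at about 50%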
Target sequence (Q92698 whole entry, looked up): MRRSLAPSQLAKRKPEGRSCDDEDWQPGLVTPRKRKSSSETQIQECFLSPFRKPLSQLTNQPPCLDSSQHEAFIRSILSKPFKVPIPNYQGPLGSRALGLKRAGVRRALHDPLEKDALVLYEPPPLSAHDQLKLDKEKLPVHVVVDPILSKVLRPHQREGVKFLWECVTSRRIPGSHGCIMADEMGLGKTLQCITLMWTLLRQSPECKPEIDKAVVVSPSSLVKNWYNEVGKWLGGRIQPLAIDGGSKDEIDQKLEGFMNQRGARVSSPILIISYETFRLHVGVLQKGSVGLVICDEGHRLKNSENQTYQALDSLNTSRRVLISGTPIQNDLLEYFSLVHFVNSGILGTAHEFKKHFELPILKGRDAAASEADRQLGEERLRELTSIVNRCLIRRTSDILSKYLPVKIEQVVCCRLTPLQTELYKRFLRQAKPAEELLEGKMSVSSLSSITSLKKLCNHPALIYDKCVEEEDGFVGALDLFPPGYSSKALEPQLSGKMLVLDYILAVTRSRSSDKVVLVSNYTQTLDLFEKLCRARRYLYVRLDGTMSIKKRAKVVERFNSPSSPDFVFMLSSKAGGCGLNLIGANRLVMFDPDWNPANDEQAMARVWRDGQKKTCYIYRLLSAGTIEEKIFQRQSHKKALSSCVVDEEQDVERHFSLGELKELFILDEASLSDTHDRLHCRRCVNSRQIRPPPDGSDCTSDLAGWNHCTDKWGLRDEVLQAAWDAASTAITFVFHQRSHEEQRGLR
ARNT-TACC3 inh – disruptors of human ARNT/TACC3 interaction | Q9Y6A5 | AlphaScreen His-ARNT PAS-B/GST-TACC3 binding, luminescence; TACC3 fragment carries E629A point mutation | inhibition, % at 9.99 µM | 390,000 compounds, 0.66% hits;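 active = mean inhibition of replicates at least 50% and at least half of replicates each reaching 50%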;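 note: 0% = complete ARNT plus TACC3 wells and 100% = ARNT alone without TACC3; many hits fall short of the cut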
* = called active by the depositor; · = no result given.

SMILES	CFTR F508del cor	RAD52 anneal inh	ERAP1 inh	INS-1E GSIS act	Xi reactivation	esBAF inh	RAD54 inh	ARNT-TACC3 inh
COc1ccc(-c2ccc([C@H]3[C@@H](CO)N4C(=O)CN(C(=O)C5CCCC5)C[C@@H]34)cc2)cc1	0.6	-28	0	-13	0.3	·	·	·
C[C@@H]1CN([C@@H](C)CO)C(=O)c2cc(NS(=O)(=O)c3ccc(Cl)cc3)ccc2O[C@@H]1CN(C)S(=O)(=O)c1ccc(F)cc1	1.8	-24	1	-18	0.0	4	0	17
c1cncc(CSc2nnc3ccc(-c4ccco4)nn23)c1	0.2	1	3	0	0.0	·	9	-4
COCCCn1c(C(=O)N2CC(C)OC(C)C2)cc2c(=O)n3ccccc3nc21 (centres undefined)	1.0	0	26	3	0.3	·	-10	-6
CCOC(=O)C(Cc1c(F)cccc1Cl)c1ccnc2nc(N)nn12 (centres undefined)	0.3	5	0	-7	0.0	·	·	1
Cc1oc2ccc(OCc3ccc(F)cc3Cl)cc2c1C(=O)O	2.7	-7	3	17	-0.1	7	-8	-7
O=[N+]([O-])c1cc(Br)ccc1NS(=O)(=O)c1ccccc1	7.4	-15	-1	-33	-0.1	-4	-7	2
COc1ccc2oc(=O)c(C(=O)NCc3ccc(F)cc3)cc2c1	-0.5	-5	2	-10	0.0	-1	-1	-5
COc1ccc(O)c(C=Nc2cc(C)on2)c1	·	·	·	7	·	0	10	18
CCn1c(-c2cc(-c3ccc(C)cc3)nc3ccccc23)n[nH]c1=S	1.2	-2	1	5	-0.9	26	3	3
COCCNCC(=O)Nc1nc(C)cs1	-2.3	-17	-3	3	0.0	·	·	2
Cc1cccc(N(C)S(=O)(=O)c2csc(C(N)=O)c2)c1	-0.9	1	-3	2	0.0	1	-8	7
COc1cccc(NC(=O)c2ccccc2-c2ccccc2C(=O)O)c1	-0.1	-1	-3	16	0.5	-4	-4	-2
C[C@@H]1CN([C@H](C)CO)C(=O)c2cc(-c3cccc(F)c3)cnc2O[C@H]1CN(C)C(=O)Nc1ccccc1F	-1.3	0	1	-10	-0.9	-2	4	-8
OC[C@H]1[C@H](c2ccc(-c3cccnc3)cc2)[C@H]2CN(Cc3ccccn3)CCCCN21	0.0	-13	0	-6	0.2	-2	-17	7
Cc1cc(C(=O)Nc2cccc3c2O[C@H](CN(C)S(=O)(=O)c2ccc(F)cc2)[C@H](C)CN([C@H](C)CO)C3=O)n(C)n1	-0.1	-2	-3	-21	-0.1	-4	1	2
CCOC1=C2[C@@H](CN(S(=O)(=O)c3ccc(C)cc3)[C@H]2c2ccccc2Cl)[C@H]2C(=O)N(C(C)(C)C)C(=O)[C@H]2C1	-2.8	-10	10	11	0.2	-2	-6	·
C[C@H](CO)N1C[C@H](C)[C@@H](CN(C)Cc2ccc(C(=O)O)cc2)OCCCC[C@H](C)Oc2ccc(NS(=O)(=O)c3cccs3)cc2C1=O	-3.1	-4	-2	10	-0.1	3	5	-17
COc1ccc(C(=O)NCCn2ccc3ccccc32)c(OC)c1	5.4	-35	9	-12	·	55*	12	-9
Cc1c(NC(=O)c2cc(-c3ccc(F)cc3)nc3ccccc23)c(=O)n(-c2ccccc2)n1C	-1.4	-14	1	-15	0.0	·	·	5
COc1cc(N=Cc2c(CO)cnc(C)c2O)cc(OC)c1OC	0.9	-15	0	-8	-0.1	-4	2	-1
Cc1cc(N)nc2nc(C(F)(F)F)nn12	0.4	-14	0	29	0.1	·	-5	6
O=C(C[C@@H]1C[C@@H]2c3cc(NC(=O)C4CCOCC4)ccc3O[C@@H]2[C@H](CO)O1)NCc1ccccc1F	-2.3	2	0	8	0.2	0	-1	1
Cc1ccccc1N=C1c2ccccc2C(=O)C1[N+](=O)[O-] (centres undefined)	-3.3	-5	2	·	0.0	0	-9	-2
CCn1ncc(N2CCOCC2)c(Cl)c1=O	-0.6	1	-3	13	0.4	9	-7	5

Only CFTR F508del cor, ERAP1 inh and Xi reactivation (3 entries from above):
| canonical_smiles | CFTR F508del cor | ERAP1 inh | Xi reactivation |
| --- | --- | --- | --- |
| COCCNCC(=O)Nc1nc(C)cs1 | -2.3 | -3 | 0.0 |
| COc1cc(N=Cc2c(CO)cnc(C)c2O)cc(OC)c1OC | 0.9 | 0 | -0.1 |
| OC[C@H]1[C@H](c2ccc(-c3cccnc3)cc2)[C@H]2CN(Cc3ccccn3)CCCCN21 | 0.0 | 0 | 0.2 |

Later entries.
SMILES	CFTR F508del cor	RAD52 anneal inh	ERAP1 inh	INS-1E GSIS act	Xi reactivation	esBAF inh	RAD54 inh	ARNT-TACC3 inh
O=C(NCC(c1ccco1)N1CCCCC1)c1ccc(OCc2ccccc2)cc1 (centres undefined)	0.5	-6	1	-5	0.5	·	·	-3
COc1ccc(CC(=O)Nc2ccc(C(N)=O)cc2)cc1	-0.3	-18	-2	-1	0.0	·	·	-5
CC(=O)c1ccc(NC(=O)CCOc2cc(C)ccc2C)cc1	-0.6	-11	1	-41	0.2	·	-1	0
N/C(=N\OC(=O)COc1ccc([N+](=O)[O-])cc1)c1cccnc1	-3.3	-9	4	5	0.5	·	·	-3
O=C(Nc1ccccc1C(=O)N1CCN(Cc2ccccc2)CC1)c1ccc(F)cc1	2.3	-20	-1	2	0.1	·	4	6
CCCCN(C1CCS(=O)(=O)C1)S(=O)(=O)c1ccc(OC)c(OC)c1 (centres undefined)	-2.7	-11	-2	16	0.0	-2	2	-3
C[C@H](CO)N1C[C@H](C)[C@H](CN(C)C(=O)Cc2ccccn2)Oc2ncc(C#CC3CCCC3)cc2C1=O	1.0	3	0	-12	-0.7	-5	6	4
CC(C)(C)c1ccc(C(=O)NC(=O)COC(=O)c2ccc(Br)o2)cc1	-3.4	1	-3	12	0.0	11	0	-3
CN1CCN(CCCCC(=O)c2ccccc2)CC1	·	·	·	3	·	-3	4	0
COc1ccccc1C#Cc1ccc2c(c1)O[C@@H](CN(C)C)[C@@H](C)CN([C@@H](C)CO)S2(=O)=O	-5.6	23	-3	9	0.4	1	10	2
CC(C)c1nnc(NC(=O)CCC(=O)N2CCN(c3ccccc3F)CC2)s1	1.7	-10	8	390	0.2	-3	5	2
C[C@@H]1CN([C@H](C)CO)S(=O)(=O)c2ccc(C#CC3(O)CCCC3)cc2O[C@H]1CN(C)C	-2.5	9	5	-7	-0.5	-3	-4	-1
COC(=O)C1CCN(C(=O)COC(=O)CNS(=O)(=O)c2ccc(SC)c([N+](=O)[O-])c2)CC1	0.7	-11	4	12	0.0	-2	-6	4
Cc1nn(CC(=O)N2CCN(c3ccccc3)CC2)c(=O)c2ccccc12	-5.6	-15	1	-15	0.1	-4	-3	-1
O=C(CN1CCC(C(=O)c2ccc(Cl)cc2)CC1)NC1CCCC1	2.1	-14	-1	-7	0.2	0	5	-4
COc1ccc(C2CC(c3ccc(Cl)cc3)=NN2c2ccc(S(N)(=O)=O)cc2)cc1 (centres undefined)	3.5	-20	0	19	0.1	-1	3	-27
O=c1c2ccccc2sc2ccc(C#CC3(O)CCCCC3)cc12	1.1	-56	2	·	0.0	-85	-6	·
Cc1ccccc1-n1ncc2c(SCC(=O)N3c4ccccc4CC3C)ncnc21 (centres undefined)	-3.2	-14	-1	-16	·	-5	-11	4
C[C@H]1CN([C@@H](C)CO)C(=O)c2cc(C#CCc3ccccc3)cnc2O[C@H]1CN(C)C(=O)C1CC1	0.2	·	·	-12	-1.0	-4	·	·
COCC(=O)N1C[C@H](C)[C@@H](OC)CN(C)C(=O)c2ccc(NC(=O)C3CCC3)cc2OC[C@H]1C	0.9	5	-1	-2	-0.1	0	4	0
CC1=C(N2CCN(c3ncccn3)CC2)CCC1=O	-1.4	-7	5	2	0.0	-5	-12	·
CCC(=O)N1[C@H](CN(C)C(C)=O)[C@@H](c2ccc(-c3ccc(F)cc3)cc2)[C@@H]1CO	-1.2	·	·	4	0.1	-5	-13	-5
Cc1ccc(CN2CCN(Cc3cccn3-c3ccccn3)CC2CCO)cc1 (centres undefined)	-1.5	-17	-4	0	0.5	·	·	-1
CC(C)CN(C(=O)COC(=O)/C=C/c1ccccc1)C1CCS(=O)(=O)C1 (centres undefined)	2.2	-1	1	9	0.0	4	12	5
CCN(CC)Cc1nc2nc(Cl)c(Cl)nc2[nH]1	4.0	-184	0	-2	-0.1	·	1	·
SMILES	CFTR F508del cor	RAD52 anneal inh	ERAP1 inh	INS-1E GSIS act	Xi reactivation	esBAF inh	RAD54 inh	ARNT-TACC3 inh
Cc1cc(C(=O)OCC(=O)N2CCc3ccccc32)ccc1[N+](=O)[O-]	-6.8	2	-9	2	-0.1	-10	6	-8
Cn1c(SCC(=O)NC2CCCC2)nnc1-c1ccncc1	0.8	-21	-2	8	0.3	-8	-13	-6
Cc1cc(SCC(=O)Nc2ccccc2)n2ncc(-c3ccccc3)c2n1	-2.6	-2	1	2	0.5	·	·	-3
Cc1ccc(CCN2CC(C(=O)NCCc3ccccc3)CC2=O)cc1 (centres undefined)	-0.3	-1	-1	2	0.0	1	0	1
COC(=O)Cc1c(C)c2ccc(OCC(=O)c3ccc(OC)c(OC)c3)cc2oc1=O	0.2	-7	-1	·	0.3	·	·	·
CCCCNc1ccc2oc(-c3ccc(OC)cc3)c(-c3ccc(OC)c(F)c3)c2c1	-1.5	1	·	6	0.1	-2	8	4
O=C(Nc1cc(F)ccc1F)N1CCCCN2[C@H](C1)[C@@H](c1ccc(-c3cccnc3)cc1)[C@@H]2CO	0.0	0	0	5	-0.1	-1	-11	0
COC(=O)c1c(C)nc(C)c(C(=O)OC)c1-c1ccc(OC)cc1	1.6	-22	·	0	0.0	·	·	-5
COc1ccc(OCCN2CCN(C(=O)c3ccc(OC)c(OC)c3)CC2)cc1	-1.6	-7	6	11	0.0	-12	-7	·
O=C(O)CCN(CC(=O)c1ccc(Cl)cc1)S(=O)(=O)c1ccc([N+](=O)[O-])cc1	2.6	0	-5	·	0.3	-3	-7	-8
CC(=O)c1ccc(C2CC(OCCF)=CC(=O)O2)cc1 (centres undefined)	4.0	-21	·	13	0.1	·	·	·
CCC(=O)N(C)C[C@@H]1Oc2ncc(-c3cccc(OC)c3)cc2C(=O)N([C@@H](C)CO)C[C@@H]1C	-2.2	-10	1	6	-1.1	-5	2	-6
Cc1ccc(N2CC(C(=O)OCC(=O)c3ccc[nH]3)CC2=O)cc1 (centres undefined)	-2.8	-12	-2	8	-0.1	0	1	-6
COc1ccc(N2CCN(CCNC(=O)Nc3cc(Cl)ccc3Cl)CC2)cc1	-2.6	-5	-2	15	0.1	9	6	12
Cc1ccccc1-c1ccc([C@H]2[C@@H](CO)N3CCCCN(S(=O)(=O)c4ccc(F)cc4)C[C@H]23)cc1	6.2	44	-2	-14	0.1	-6	5	9
COc1ccc(C(=O)CCC(C)(C)[N+](=O)[O-])cc1	-2.1	-12	5	2	0.0	·	·	-12
CC(C)Oc1ccc(Nc2ncnc3ccccc23)cc1	-0.3	1	-2	-14	0.3	·	·	·
COc1ccccc1NC(=O)c1sc2nc(C)cc(C)c2c1N	-2.1	-10	·	0	-0.1	3	-1	0
O=c1c2cc(NC(=S)NCCN3CCCCCC3)ccc2nc2n1CCCCC2	-0.4	-18	11	-4	0.0	·	-4	3
COC(=O)c1ccccc1NC(=O)CSc1nncn1-c1cccnc1	-2.6	-30	-3	23	0.2	7	-1	6

Compound activity as filed in PubChem BioAssay.
